ZTA DNA inh – ZTA (EBV) inhibition in EBNA-1 counter-screen; P03206; ZTA-DNA binding, fluorescence polarization; inhibition, % at 11 µM; 0.15% of 320,000 active; in the data active = inhibition above about 33%
Target sequence (P03206 whole entry, looked up): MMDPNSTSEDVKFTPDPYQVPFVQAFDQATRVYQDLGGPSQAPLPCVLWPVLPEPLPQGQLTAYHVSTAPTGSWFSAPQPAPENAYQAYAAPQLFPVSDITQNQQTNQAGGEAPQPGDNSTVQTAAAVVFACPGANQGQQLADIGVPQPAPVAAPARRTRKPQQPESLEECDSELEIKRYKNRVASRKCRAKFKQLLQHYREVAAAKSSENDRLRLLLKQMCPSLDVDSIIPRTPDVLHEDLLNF
Fh CTSL1 inh – Fasciola hepatica cathepsin L1 inhibitors, primary screen, counter-screen for PFM18AAP inhibitor project, biochemical, QFRET, fluorogenic peptide substrate; recombinant F. hepatica cathepsin L1, Z-Leu-Arg-MCA fluorescence; inhibition, % at 5.96 µM; 0.49% of 300,000 active; AID 1906, 2009;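 active = inhibition above the mean of all tested compounds plus 3 SD, set per screening campaign, cut at about 17% in these data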;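 note: 0% = plate median of test compound wells and 100% = 1 µM Z-Phe-Ala-diazomethylketone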
EBNA-1 inhibitor – EBNA-1 DNA-binding inhibitors, primary screen, biochemical, fluorescence polarization. inhibition, % at 14.8 µM. 0.34% of 300,000 active; in the data active = inhibition above about 28%
PP5 inh – PP5 phosphatase inhibitors, primary screen, biochemical, fluorescence; Serine/threonine-protein phosphatase 5 (Homo sapiens), P53041; purified PP5c, OMFP substrate fluorescence; inhibition, % at 6.7 µM; 0.18% of 320,000 active; AID 1987, 2009;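 active = inhibition above the campaign's mean inhibition across all tested compounds plus 3 SD, cut at about 9.5% in these data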;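 note: 0% = DMSO only and 100% = 100 µM cantharidin control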
Target sequence (P53041 whole entry, looked up): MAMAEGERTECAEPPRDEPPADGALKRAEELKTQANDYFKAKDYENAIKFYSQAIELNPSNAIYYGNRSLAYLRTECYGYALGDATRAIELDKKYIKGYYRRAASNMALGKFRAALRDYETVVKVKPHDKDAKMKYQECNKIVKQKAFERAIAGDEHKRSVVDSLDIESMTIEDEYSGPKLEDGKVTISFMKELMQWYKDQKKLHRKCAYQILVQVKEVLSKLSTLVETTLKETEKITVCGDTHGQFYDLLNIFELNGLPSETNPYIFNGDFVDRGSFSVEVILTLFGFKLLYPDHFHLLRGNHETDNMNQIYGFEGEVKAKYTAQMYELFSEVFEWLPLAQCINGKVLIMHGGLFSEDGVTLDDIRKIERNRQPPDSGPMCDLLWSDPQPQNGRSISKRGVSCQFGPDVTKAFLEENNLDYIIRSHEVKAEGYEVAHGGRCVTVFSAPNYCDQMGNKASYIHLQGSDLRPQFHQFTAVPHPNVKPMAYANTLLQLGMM
Efflux pump mplx – inhibitors of Candida efflux pumps in yeast, primary screen, S. cerevisiae, Nile Red, multiplex | inhibition, % at 10 µM | S. cerevisiae Candida pump triplex | 0.44% of 330,000 active;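 active = plate passing quality check with inhibition over a set limit, or well fluorescence over plate mean plus 4 SD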;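 note: Nile Red retained in pooled yeast measured as flow cytometry median fluorescence; 0% = buffer negative control and 100% = Enniatin B positive control; higher means more Nile Red kept so more efflux inhibition; some compounds called inactive have numbers as strong as hits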
core dimer inh – inhibitors of HCV core protein dimerization, primary screen, biochemical, TR-FRET, high-throughput | TR-FRET GST/Flag-core106 dimerization, 1536-well | inhibition, % at 5 µM | 0.33% of 300,000 active;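 active = inhibition above the mean of all tested compounds plus 3 SD, set per screening campaign, cut at about 45% in these data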
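Test system: GST/Flag-tagged HCV core106 proteins; Medium: KF-containing HEPES buffer, pH 7.45, DTT, CHAPS, BSA; Times: compound-protein-antibody incubation 4 h at 22.5 °C; Detection: TR-FRET 671 and 617 nm emission; Benchmarks: wells lacking GST-core106 and wells with excess unlabelled core106.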
PREPL inhibitor – PREPL enzyme inhibitors, primary screen, biochemical, fluorescence polarization; 0.68% of 320,000 active; inhibition, % at 5.96 µM; Prolyl endopeptidase-like (Homo sapiens), Q4J6C6; recombinant PREPL, fluorescence polarization activity-based probe; in the data active = inhibition above about 43%;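 note: 0% = enzyme with DMSO and 100% = wells lacking enzyme; many of its hits are not listed in these tables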
PP1 counter – PP1-alpha phosphatase inhibitors, primary screen, counter-screen for PP5 inhibitor project, biochemical, fluorescence, OMFP substrate, single point | Serine/threonine-protein phosphatase PP1-alpha catalytic subunit (Homo sapiens), P62136 | purified PP1alpha | inhibition, % at 6.7 µM | 0.9% of 320,000 active;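 active = inhibition above the mean inhibition of all tested compounds plus 3 SD, computed separately for each screening campaign, cut at about 15% in these data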
Target sequence (P62136 whole entry, looked up): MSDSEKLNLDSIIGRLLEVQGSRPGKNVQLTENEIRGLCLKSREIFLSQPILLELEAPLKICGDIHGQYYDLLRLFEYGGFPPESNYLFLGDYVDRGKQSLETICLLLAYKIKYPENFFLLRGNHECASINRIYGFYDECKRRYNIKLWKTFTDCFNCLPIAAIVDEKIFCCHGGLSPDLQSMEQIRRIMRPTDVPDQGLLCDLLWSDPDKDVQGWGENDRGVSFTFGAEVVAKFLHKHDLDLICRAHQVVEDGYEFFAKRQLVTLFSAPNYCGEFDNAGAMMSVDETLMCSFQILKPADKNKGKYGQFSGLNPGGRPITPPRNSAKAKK
TPT1 inhibitor – Candida albicans TPT1 enzyme inhibitors, primary screen, biochemical, fluorescence polarization; recombinant caTPT1, FP RNA substrate dephosphorylation; 0.81% of 300,000 active; tRNA 2'-phosphotransferase TPT1 (Candida albicans SC5314); inhibition, % at 5 µM;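 active = inhibition above the mean of all tested compounds plus 3 SD, set per screening campaign, cut at about 24% in these data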;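 note: plate controls were DMSO alone for no effect and ferristatin control at 100 nM for full effect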
Starred values were filed as active, the others as inactive; . = not tested or not shown. These rows are one share of the data; count on the stated rates, not on these rows.

SMILES	ZTA DNA inh	Fh CTSL1 inh	EBNA-1 inhibitor	PP5 inh	Efflux pump mplx	core dimer inh	PREPL inhibitor	PP1 counter	TPT1 inhibitor
O=C(CN1CCCC1)Nc1ccc(Cl)cc1C(F)(F)F	10	5	3	-1.1	-0.1	-1	2	-5	-1
O=C(/C=C/c1ccc(Cl)c([N+](=O)[O-])c1)Nc1ccc(N2CCCC2)c(Cl)c1	-13	-2	11	2.1	0.0	28	2	0	0
CC(C)NC(=O)CN(C(=O)CCC(=O)Nc1ccccn1)c1ccc(F)c(Cl)c1	19	0	7	-1.8	0.0	-6	3	-2	-6
CN1CCN(c2ccccc2NC(=O)c2ccc(Br)o2)CC1	0	-5	2	3.3	0.2	2	7	-4	0
Cc1ccc2cccc(OCc3ccccc3)c2n1	15	0	10	1.6	0.0	5	-3	-4	1
C(=N\n1cnc2ccccc21)/c1cccnc1	-20	-1	-2	-0.3	0.0	0	-22	-2	0
Cc1cccc(C(=O)OCC(=O)Nc2nnc(-c3ccccc3)o2)c1O	3	-3	-5	0.2	0.1	1	13	4	4
O=C(Nc1ccc(Nc2ccccc2)cc1)c1ccc(Cl)cc1	-11	1	1	2.6	-0.1	-6	26	2	-6
c1ccc2c(c1)CCCN2Cc1nnc2n1CCCCC2	9	0	7	0.5	0.0	5	11	-4	-15
FC(F)(F)c1ccc(NC(=S)NCc2ccccc2)cc1	0	-2	1	1.0	0.1	4	-6	-2	2
COC(=O)c1ccc(NC(=O)CSc2nc3[nH]ncc3c(=O)[nH]2)cc1	-1	-1	2	-1.6	0.0	-9	11	-3	-1
O=C1[C@H]2[C@@H](c3ccc(F)cc3)N3C(=O)N(c4cccc(Br)c4)C(=O)[C@@]3(Cc3ccc(Cl)cc3)[C@H]2C(=O)N1C1CCCCC1	-12	-9	3	-6.5	-0.1	17	8	1	0
COc1ccc(OC)c(/C=N/NC(=O)C(O)c2ccccc2)c1 (centres undefined)	-11	2	-5	0.5	0.0	-3	12	3	1
CCOC(=O)c1cc2nc(-c3ccco3)cc(C(F)(F)F)n2n1	-10	7	0	2.2	-0.4	3	9	-2	-2
CCn1c(CC(=O)Nc2ccc(F)cc2)nnc1SCC(=O)N1CCOCC1	-10	-4	18	1.2	1.9	-4	7	-3	-1
CCC1CCc2sc(C(=O)N(C)CC(=O)Nc3ccc(N4CCOCC4)cc3)cc2C1 (centres undefined)	6	5	1	0.0	0.3	3	8	1	3
Cc1nn(CC(=O)OC(C)C(=O)Nc2ccccc2[N+](=O)[O-])c(C)c1[N+](=O)[O-] (centres undefined)	-7	-2	11	1.2	-0.2	-6	10	-3	1
O=C(O)c1ccc(-c2nnn(Cc3ccccc3F)n2)cc1	-11	2	6	0.2	0.0	0	10	-5	-4
CCOC(=O)C1=C(C)NC(=O)NC1c1c(OCC(=O)N2CCCCC2)ccc2ccccc12 (centres undefined)	-14	-2	-3	2.1	0.0	-1	-7	-1	-5
O=C(CCNS(=O)(=O)c1ccc(Br)cc1)NCc1cccs1	-21	-4	-13	-0.6	-0.2	0	16	-2	-2
O=C(NCCCN1CCCC1=O)Nc1ccccc1F	-3	-1	5	3.0	-1.3	-6	0	-4	-3
CNC(=O)c1ccccc1Sc1ccccc1C#N	-5	-4	3	1.0	-0.4	-5	8	4	-1
Cc1ccc(SCC(=O)N2CC(C)OC(C)C2)cc1 (centres undefined)	5	1	-4	0.8	0.4	0	10	-4	-3
CC(C)N=C(Nc1ccc(Cl)cc1)c1cccnc1	1	-1	-10	2.4	-0.1	-5	-4	-1	-1
OC(COC(c1ccc(Cl)cc1)c1ccc(Cl)cc1)CN1CCc2ccccc2C1 (centres undefined)	18	4	2	1.1	0.2	10	8	13	1
The results go on:
SMILES	ZTA DNA inh	Fh CTSL1 inh	EBNA-1 inhibitor	PP5 inh	Efflux pump mplx	core dimer inh	PREPL inhibitor	PP1 counter	TPT1 inhibitor
N=C1/C(=C\c2ccc(Br)o2)C(=O)N=C2SC(CC(=O)N3CCCCC3)=NN12	-15	0	-10	-1.8	1.1	8	-35	-3	17
Cc1nnc(SCC(=O)N2CCOCC2)s1	1	-2	1	-0.2	-0.2	-2	4	-2	-2
CCn1nnnc1SCC(=O)N(C)C1CCS(=O)(=O)C1 (centres undefined)	-9	.	.	0.9	-0.1	.	5	-3	.
CCOC(=O)C1C(C#N)=C(N)OC(C)=C1c1ccncc1 (centres undefined)	-9	4	3	-0.2	0.1	-11	1	-1	-2
O=C(NC12CC3CC(CC(C3)C1)C2)c1ccc(-c2cccc(Cl)c2)o1	13	2	-2	-1.2	-0.1	15	7	0	-3
Cn1c(N2CCN(c3ccccn3)CC2)nc2c1c(=O)n(Cc1ccccc1Cl)c(=O)n2C	1	2	0	1.1	0.1	2	-3	0	-4
O=C(NC1CCCC1)c1ccc(CS(=O)Cc2ccc(Cl)cc2)o1 (centres undefined)	18	0	0	-0.8	0.0	3	8	-5	-4
Cc1ccc(/C=N/NC(=O)NC23CC4CC(CC(C4)C2)C3)o1	0	5	-10	2.8	0.2	5	13	1	0
COc1ccc(-c2coc3cc(O)ccc3c2=O)cc1O	6	2	0	1.6	0.0	2	0	-3	-6
O=C(COC(=O)CNC(=O)c1ccc(F)cc1)Nc1cccc(S(=O)(=O)N2CCCC2)c1	0	-11	-7	1.4	0.0	-1	6	-4	-1
Cc1ccc2cc(CCNC(=O)CC(C)C)c(=O)[nH]c2c1	-5	-4	-13	2.5	0.8	9	7	-2	-3
Cc1cccc(NC(=O)Nc2ccc3c(c2)OCO3)n1	-29	1	-9	-1.0	-0.2	4	2	0	-2
COC(=O)c1ccc(Cn2cnc3cnccc32)cc1	19	5	7	0.3	-0.1	7	5	0	5
CCOc1cc(CNc2ccc3c(c2)CCC3)ccc1OC	-6	4	-12	2.1	-0.2	7	20	9	4
O=C(O)c1ccc2c(c1)C(=O)N(CCc1ccccc1)C2=O	-11	2	2	1.9	-0.2	-6	9	4	-2
Cc1nn(C)cc1N1C(=O)c2cccc3c(N)ccc(c23)C1=O	10	0	-16	-6.7	0.5*	-6	5	-9	-104
O=C(CSc1nc2cc(Cl)ccc2s1)N1CCN(C(=O)c2ccco2)CC1	10	-1	9	-1.2	0.0	4	-5	1	-1
CSc1nc(-c2ccco2)nn1S(=O)(=O)c1ccc(C)cc1	-1	-2	5	1.9	-0.1	-4	-6	-4	0
CC1CC(C)CN(C(=O)COC(=O)c2ccc[nH]c2=O)C1 (centres undefined)	11	-5	8	-1.4	-0.2	-1	4	-3	1
CCc1ccc(N2CC(C(=O)OCC(=O)Nc3ccc(C#N)cc3)CC2=O)cc1 (centres undefined)	-16	.	.	3.7	0.0	.	12	-2	.
CC1CCN(S(=O)(=O)c2ccc3c(c2)NC(=O)CS3)CC1	13	-3	-8	-1.9	-0.1	0	10	-2	-2
COc1ccc(/C=N/Nc2ccc([N+](=O)[O-])cc2)cc1Cn1cc([N+](=O)[O-])cn1	-3	2	-7	3.5	0.0	26	12	-1	108*
COc1ccc(Cc2nnc(SCC(=O)N(c3ccccc3)C(C)C)n(N)c2=O)cc1	-9	5	-11	-0.8	-0.1	8	6	-2	-2
C/C(C=O)=C/c1ccccc1	-14	.	.	0.6	0.0	.	7	-1	.
N/C(=N\OC(=O)/C=C/c1ccccc1)c1ccccc1	-16	-12	-11	3.8	0.1	-1	4	-4	1

Among those listed so far, two contain a thiophene ring, fused or not.
SMILES	ZTA DNA inh	Fh CTSL1 inh	EBNA-1 inhibitor	PP5 inh	Efflux pump mplx	core dimer inh	PREPL inhibitor	PP1 counter	TPT1 inhibitor
CCC1CCc2sc(C(=O)N(C)CC(=O)Nc3ccc(N4CCOCC4)cc3)cc2C1 (centres undefined)	6	5	1	0.0	0.3	3	8	1	3
O=C(CCNS(=O)(=O)c1ccc(Br)cc1)NCc1cccs1	-21	-4	-13	-0.6	-0.2	0	16	-2	-2

Next part.
SMILES	ZTA DNA inh	Fh CTSL1 inh	EBNA-1 inhibitor	PP5 inh	Efflux pump mplx	core dimer inh	PREPL inhibitor	PP1 counter	TPT1 inhibitor
COc1ccc(-n2c(SCC(=O)Nc3nccs3)nc3sc4c(c3c2=O)CCN(C)C4)cc1	-6	0	-6	2.3	0.5	26	6	11	11
CC(c1ccccc1)C1CC(=O)N(c2cc(Cl)ccn2)C1=O (centres undefined)	3	-5	-10	1.6	0.0	2	13	2	-1
O=c1n(Cc2ccccc2)c2cc(Cl)cnc2n1Cc1ccccc1	-7	4	-1	-0.3	-0.1	13	-4	3	-2
Fc1ccccc1/C=C1\CCCC2=C1NC(=S)NC2c1ccccc1F (centres undefined)	-4	1	-2	0.9	0.0	18	13	6	-4
Cc1ccnc(NS(=O)(=O)c2ccc(NC(=O)Cc3ccc(F)cc3)cc2)n1	3	0	-11	0.4	-0.1	8	-2	-3	-1
O=C(O)Cc1sc(-c2ccccc2Cl)nc1-c1ccccc1	2	-2	-2	4.0	0.0	-6	2	5	2
CC(OC(=O)c1ncc(Cl)c(Cl)c1Cl)C(=O)NC1(C#N)CCCCC1 (centres undefined)	-10	-2	-1	-2.4	-0.1	-5	7	-3	-3
CCc1nn(C(CC)C(=O)NCCCc2ccccc2)c(=O)c2cc3occc3n12 (centres undefined)	8	6	-13	1.3	0.3	0	12	4	2
O=C(COC(=O)C1CCN(S(=O)(=O)c2ccc3c(c2)OCCO3)CC1)NC1CCCCC1	-12	-2	-1	-0.4	-0.1	2	8	-2	-2
Cc1ccc(C(=O)Cn2c3[n+](c4ccccc42)CC(O)CS3)cc1 (centres undefined)	-21	-6	8	-1.1	0.1	-7	16	-3	-3
O=C(Nc1ccc(S(=O)(=O)NCC2CCCO2)cc1)c1ccc(Cl)cc1[N+](=O)[O-] (centres undefined)	-1	0	0	0.7	-0.2	-8	-12	7	-1
CCCCN(C(=O)C(C)(C)Oc1ccc(Cl)cc1)c1c(N)n(CCC)c(=O)[nH]c1=O	0	.	.	-0.2	-0.2	.	5	-2	.
C1CCN(C2CCN(c3nc4nonc4nc3N3CCSCC3)CC2)C1	8	0	10	-0.6	0.0	1	7	-5	-1
Cc1ccsc1/C=N/NC(=O)Nc1ccccc1	16	2	9	-0.7	-0.1	-1	9	-3	-1
COc1ccc(OC)c(-c2csc(NC(=O)CSCc3c(C)noc3C)n2)c1	-2	-12	-6	2.6	0.0	6	5	0	3
COCCN1C2=C(C(=O)CC(C)(C)C2)C(c2ccc(OC)c(OC)c2)C2=C1CC(C)(C)CC2=O	10	-1	-3	0.8	-0.2	9	3	-2	-1
CCOC(=O)c1c(C)[nH]c(C)c1C(=O)CSc1nnc(-c2cc(OC)c(OC)c(OC)c2)o1	3	3	9	-0.5	0.0	-4	-5	-2	-2
O=C(NC1CC1)C1=C[C@@H](C2CC2)C[C@@H](OCc2ccc(CO)cc2)O1	11	-5	2	-1.3	-0.1	5	3	-2	-3
COc1ccc(C(CCN2CCCC2)c2c(O)cc(OC)cc2OC)cc1 (centres undefined)	-11	1	3	0.5	0.0	3	9	0	3
CCOc1ccc(N2C(=O)Nc3ccccc3C2(O)C(=O)NCc2ccco2)cc1 (centres undefined)	17	-1	-5	-0.1	0.2	2	0	1	-5
COc1ccc(C(C)=O)cc1CSc1nnc(C)s1	-20	-5	-5	0.4	-0.1	3	6	-3	1

Marked active in TPT1 inhibitor (from the list above):
SMILES	EBNA-1 inhibitor	PP5 inh	Efflux pump mplx	core dimer inh	PREPL inhibitor	TPT1 inhibitor
COc1ccc(/C=N/Nc2ccc([N+](=O)[O-])cc2)cc1Cn1cc([N+](=O)[O-])cn1	-7	3.5	0.0	26	12	108*

High-throughput results (PubChem)
